# Source: PubChem
# FEN1 inh – qHTS Assay for the Inhibitors of Human Flap endonuclease 1 (FEN1); P39748; Recombinant FEN1 flap cleavage, fluorescence, 15 min; Potency, µM (doses to about 114 µM), for inactives: at the top dose activity change, negative = inhibition, actives largely listed as inhibitors; 390,000 tested, 0.35% active; note: nearly all actives have a fitted effect of over 65% in size
#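 Recombinant FEN1 (10 nM) was preincubated with pin-transferred compounds for 15 min at room temperature, then flap DNA substrate (50 nM final) was added. Plates were read at 0 and 15 min, and normalized concentration–response data were fitted to a four-parameter Hill equation.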
# N370S GC mod – qHTS Assay for Inhibitors and Activators of N370S glucocerebrosidase as a Potential Chaperone Treatment of Gaucher Disease. N370S GC spleen homogenate, 4MU-glucoside fluorescence. Potency, µM (doses to about 59.4 µM), for the others: at the top dose activity change, negative = inhibition, hits mostly inhibitors. 330,000 tested, 0.092% active. AID 2101, 2009;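 note: 0% = full enzyme activity and -100% = no enzyme basal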
# KAT2A inh – qHTS Assay for Inhibitors of GCN5L2 | AID 504327, 2011 | Histone acetyltransferase KAT2A (Homo sapiens), Q92830 | Potency, µM (top dose mostly 58.9 µM), for inactives: at the top dose activity change, negative = inhibition, hits mostly inhibitors | GCN5L2 HAT assay, ThioGlo1 CoA-SH fluorescence | 390,000 tested, 0.21% active
# Target sequence (Q92830 whole entry, looked up): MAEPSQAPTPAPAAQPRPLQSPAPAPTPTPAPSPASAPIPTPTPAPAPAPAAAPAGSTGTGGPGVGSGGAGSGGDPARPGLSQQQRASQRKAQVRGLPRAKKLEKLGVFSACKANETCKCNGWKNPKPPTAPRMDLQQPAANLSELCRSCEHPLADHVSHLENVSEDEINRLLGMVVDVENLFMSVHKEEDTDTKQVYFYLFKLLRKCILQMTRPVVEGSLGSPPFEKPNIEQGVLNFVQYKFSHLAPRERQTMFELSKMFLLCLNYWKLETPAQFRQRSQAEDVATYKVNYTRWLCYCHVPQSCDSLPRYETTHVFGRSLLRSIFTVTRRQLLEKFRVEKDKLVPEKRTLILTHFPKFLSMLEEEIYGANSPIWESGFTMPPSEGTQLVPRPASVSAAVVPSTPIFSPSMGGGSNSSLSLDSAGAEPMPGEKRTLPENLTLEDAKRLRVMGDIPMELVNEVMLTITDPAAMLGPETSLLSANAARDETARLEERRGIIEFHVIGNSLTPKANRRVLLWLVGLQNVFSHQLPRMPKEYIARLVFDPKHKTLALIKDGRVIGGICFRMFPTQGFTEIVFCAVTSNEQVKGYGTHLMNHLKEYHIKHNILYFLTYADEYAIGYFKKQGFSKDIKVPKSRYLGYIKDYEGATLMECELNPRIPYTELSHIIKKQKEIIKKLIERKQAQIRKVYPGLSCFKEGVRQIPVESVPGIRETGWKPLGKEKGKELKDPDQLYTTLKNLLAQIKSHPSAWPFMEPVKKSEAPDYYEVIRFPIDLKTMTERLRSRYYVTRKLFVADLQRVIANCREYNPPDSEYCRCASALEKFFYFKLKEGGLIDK
#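 Preincubate 20nM GCN5L2 with compound 15 min, RT → add 50uM ThioGlo1 + 75uM H3(1-25) + 70uM acetyl-CoA → read fluorescence 0 and 20 min. Primary qHTS; fluorescent artifacts likely.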
# * marks the source's active call; other numbers are inactive results; ? = inconclusive; . = no result given; & = joins results of further samples; [ ] = remark or other dose. Calls come from the whole dose curve; as a rule, active = well fitted curve in the direction sought with a large enough effect; inconclusive = small, poorly fitted or top-dose-only effect, or another doubt; inactive = no such curve, though single readings can be large; an effect the other way counts as inactive or inconclusive. Unless noted, % is set by controls: 0 for no effect and ±100 for the full control effect; potency is the fitted concentration of half-maximal effect. The list is partial; the hit share may differ from the screen's.
# Start of the data: the first 12 entries (preview)
molecule,FEN1 inh,N370S GC mod,KAT2A inh
CCC1CCCCN1C(=O)CSC1=NN2CCCC(=O)N=C2S1 (stereo not drawn),50%[activator],4%,-11%
CCCS(=O)(=O)c1c(S(=O)(=O)CCC)c2ccc(C(N)=O)cn2c1C(=O)OC,0%,24%,-2%
CC(=O)NC(CC(=O)NC1CCCCCC1)c1ccccc1 (stereo not drawn),-2%,-1%,-5%
CCOC(=O)C1=CC[C@@H](c2ccccc2Cl)N(S(=O)(=O)c2ccc(C)cc2)[C@H]1C(=O)OCC,-16%,.,-1%
COc1cccc(NC(=O)C2C3C=CC4(O3)C2C(=O)N(CCCN2CCC(C)CC2)C4C(=O)NC2CCCCC2)c1 (stereo not drawn),5%,-10%,-1%
CCCCCCc1c(O)nc(SCCN2CCOCC2)[nH]c1=O,-3%,3%,9%
COc1ccccc1C(=O)C1CCCN(C(=O)c2cc(C(C)C)no2)C1 (stereo not drawn),-3%,-2%,-5%
CC(C)Cn1c(N)c(C(=O)COC(=O)/C=C/c2ccccc2)c(=O)n(C)c1=O,-14%,1%,-3%
CCOc1ccccc1C(=O)N1CCOCC1,8%,4%,-9%
CC1(C)CCc2cc(S(=O)(=O)N3CCN(S(=O)(=O)c4c(F)cccc4F)CC3)ccc2O1,-7%,.,0%
CCCC(O)(c1ccc(Br)cc1)C(CN1CCOCC1)c1ccc(Cl)cc1 (stereo not drawn),-16%,-17%,-1%
CCN(CC)CCNC(=O)c1ccc(NC(=O)c2cn(-c3ccccc3)nc2-c2cccs2)cc1,-4%,?,-20%

# The listing (from the top)
molecule,FEN1 inh,N370S GC mod,KAT2A inh
CCC1CCCCN1C(=O)CSC1=NN2CCCC(=O)N=C2S1 (stereo not drawn),50%[activator],4%,-11%
CCCS(=O)(=O)c1c(S(=O)(=O)CCC)c2ccc(C(N)=O)cn2c1C(=O)OC,0%,24%,-2%
CC(=O)NC(CC(=O)NC1CCCCCC1)c1ccccc1 (stereo not drawn),-2%,-1%,-5%
CCOC(=O)C1=CC[C@@H](c2ccccc2Cl)N(S(=O)(=O)c2ccc(C)cc2)[C@H]1C(=O)OCC,-16%,.,-1%
COc1cccc(NC(=O)C2C3C=CC4(O3)C2C(=O)N(CCCN2CCC(C)CC2)C4C(=O)NC2CCCCC2)c1 (stereo not drawn),5%,-10%,-1%
CCCCCCc1c(O)nc(SCCN2CCOCC2)[nH]c1=O,-3%,3%,9%
COc1ccccc1C(=O)C1CCCN(C(=O)c2cc(C(C)C)no2)C1 (stereo not drawn),-3%,-2%,-5%
CC(C)Cn1c(N)c(C(=O)COC(=O)/C=C/c2ccccc2)c(=O)n(C)c1=O,-14%,1%,-3%
CCOc1ccccc1C(=O)N1CCOCC1,8%,4%,-9%
CC1(C)CCc2cc(S(=O)(=O)N3CCN(S(=O)(=O)c4c(F)cccc4F)CC3)ccc2O1,-7%,.,0%
CCCC(O)(c1ccc(Br)cc1)C(CN1CCOCC1)c1ccc(Cl)cc1 (stereo not drawn),-16%,-17%,-1%
CCN(CC)CCNC(=O)c1ccc(NC(=O)c2cn(-c3ccccc3)nc2-c2cccs2)cc1,-4%,?,-20%
O=C(CN1C(=O)C2CCCCN2c2ccc(C(=O)N3CCCC3)cc21)NCc1cccc(F)c1 (stereo not drawn),4%,.,-6%
Cc1noc(C)c1-c1nccc(N(C)C)n1,.,1%,-9%
C=CCn1c(=N)n(CC(O)COc2ccc(OC)cc2)c2ccccc21 (stereo not drawn),-1%,6%,-2%
CN(C)N(Cc1ccccc1)C(=O)C(O)(c1ccccc1)c1ccccc1,-13%,-8%,-2%
CCC(C)Sc1nnc(Cc2cc(=O)[nH]c(=O)[nH]2)n1-c1ccc(F)cc1 (stereo not drawn),1%,-3%,-8%
CC(C)Cn1c(N)c(C(=O)COC(=O)c2cc(-c3ccco3)nc3ccccc23)c(=O)n(C)c1=O,?,-4%&1%,?
Cc1cccc(C)c1OC(=O)CSc1nnc(-c2cccs2)o1,-7%,.,-8%
COc1ccc(NC(=O)CN2CCN(c3ccc(C)cc3C)CC2)cc1,-2%,-9%,-7%
CCOCCCn1c(SCC(=O)NC(C)(C)C)nc2ccccc2c1=O,0%,18%,4%
CCC(=C(CC)c1ccc(O)cc1)c1ccc(O)cc1,.,-10%[21.6 µM],-7%[21.4 µM]
O=C(Nc1nnc(C2CCCCC2)s1)C1CC(=O)N(c2ccc(F)cc2)C1 (stereo not drawn),4%,2%,-3%
Cc1cc(C)n2nc(SCC(=O)N3CCN(c4ccccc4)CC3)nc2n1,7%,.,-3%
Cc1ccc(C(=O)NC(=S)NNC(=O)c2ccc([N+](=O)[O-])cc2)cc1,17%,0%,-8%
COCc1nc2ccccc2n1Cc1ccccc1C,3%,-5%,-12%
COc1ccccc1-n1c(-c2ccccc2)n[nH]c1=S,-7%,2%,-1%
COc1ccc([C@@H]2[C@@H]3C(=O)N(C(C)(C)C)C(=O)[C@@H]3[C@]3(Cc4ccc(Cl)cc4)C(=O)N(c4ccc(C)cc4)C(=O)N23)cc1,-2%,-14%,-6%
CC(=O)N1CCC2(CC1)CCN(c1ccc(-c3ccccc3)cc1)CC2,.,3%,-11%
CCOc1ccc(OCC)c(NC(=O)CN(c2ccc(OC)cc2)S(=O)(=O)c2c(C)noc2C)c1,-24%,11%,-24%
O=C(Cc1cccc2ccccc12)Nc1ccc(-c2cc3ccccc3oc2=O)cc1,-2%,15%,?
COc1ccc(SN=C2C(C)=CC(=O)C=C2C)cc1,-13%,-1%,-5%
Cc1nc2ccccc2cc1OCc1ccc(F)cc1,-21%,-13%,-13%
Cc1c(Cl)cccc1NC(=O)Cn1c(CCC(=O)O)ccc1-c1ccc(Cl)cc1,-3%,-2%,-1%
N#Cc1ccccc1S(=O)(=O)N1CCN(C(=O)C2CC(=O)N(c3ccc4c(c3)OCCO4)C2)CC1 (stereo not drawn),0%,.,-8%
CCN(CCC(=O)Nc1ccc(Br)c(C)c1)Cc1ccccc1,-20%,-7%,2%
CC1CCN(C2(O)C(=O)Nc3ccc(Cl)cc32)CC1 (stereo not drawn),15%,-7%,-12%
CCOC(=O)c1ccc(N=Cc2c(O)c3ccccc3oc2=O)cc1,-10%,-3%,-6%
O=C(CN1CCN(C(=O)CCC(=O)N2CCC(c3ccccc3)=N2)CC1)Nc1ccc(F)cc1,5%,-7%,-3%
Nc1n[nH]c(=S)n1-c1ccc(Cl)cc1,15%,9%,?
COc1ccc(C(=O)Nc2nc3ccc(S(C)(=O)=O)cc3s2)cc1,2%,1%,0%
Cc1ccc(-c2cc(C)nc3nc(N)nn23)cc1,-8%,-2%,?
COc1ccc(C(C(=O)NCC2CCCO2)N(C(=O)CNC(=O)c2cccs2)c2ccc(NC(C)=O)cc2)cc1OC (stereo not drawn),1%,1%,0%
Cc1nc2cnc(N3CCN(C)CC3)nc2n(CCc2ccccc2)c1=O,.,-1%,-26%
COc1ccc(-n2c(=O)[nH]cc(C(=O)Nc3ccc4c(c3)OCCO4)c2=O)cc1OC,-3%,5%,-1%
Cc1cc(C)n(-c2ccc(C(=O)Nc3nnc(C4CC4)s3)cc2)n1,-4%,0%,-10%
CCOC(=O)c1cc2c(ccn2C)n1CC(=O)N1CCC(Cc2ccccc2)CC1,8%,14%,-6%
COc1cc(Nc2nc(SCc3cccc(Cl)c3)nc3ccccc23)cc(OC)c1,-20%,.,-5%
CCCN(CCC)CCCNS(=O)(=O)c1ccc2c(c1)oc(=O)n2C,16%,3%,-3%
CCOc1ccc(S(=O)(=O)Nc2ccccn2)c2ccccc12,-9%,3%,-13%

# Continued:
molecule,FEN1 inh,N370S GC mod,KAT2A inh
Cc1ccc2nc(SCC(=O)c3ccc4c(c3)NC(=O)CO4)[nH]c2c1,-5%,-13%,-13%
O=S(=O)(NCc1cccnc1)c1cccs1,3%,3%,-4%
COc1ccc(C(=O)N2CCC[C@@]3(CCN(Cc4ccc(C#N)cc4)C3)C2)cc1,.,14%,-6%
Cc1c(C#N)c(N=CN(C)C)c(C(=O)c2ccccc2)n1-c1ccccc1,2%,-2%,-14%
Nc1c(-c2ccccc2)c(CSc2nc3ccccc3[nH]2)nn1-c1cccc(Cl)c1,-7%,10%,-9%
S=C(NCCc1ccccc1)N1CCN(C(c2ccccc2)c2ccccc2)CC1,-6%,-17%,-4%
O=C(NCc1ccc(N2CCCC2=O)cc1)NC1CCCCC1,1%,-2%,-4%
Cc1cc(NC(=O)C2CCCCC2C(=O)O)ccc1NC(=O)c1ccccc1 (stereo not drawn),-5%,-2%,1%
O=C(CSc1nc2ccccc2nc1Cc1ccccc1)N1CCN(c2ccccc2)CC1,15%,.,-8%
CCOc1ccc(-c2nnc(-c3cccs3)o2)cc1,1%,3%,-3%
CC(=O)Nc1ccc(NC(=O)CC2Sc3ccccc3NC2=O)cc1 (stereo not drawn),17%,.,3%
CCOc1ccc(-c2nc(N)ncc2-c2ccc(Cl)cc2)c(O)c1,-19%,?,-16%
COc1cc(C)ccc1OCCOCCOc1ccc([N+](=O)[O-])cc1,-18%,11%,-8%
CCOc1ccc(OCC)c(NS(=O)(=O)c2cc(Br)cc3c2N(C(C)=O)C(C)C3)c1 (stereo not drawn),-5%,.,-5%
CCc1ccc(NC(=O)C(=O)NNC(=O)c2ccc(OC)cc2)cc1,-7%,5%,-1%
Cc1nnc(NC(=O)Cn2cnc3c2c(=O)n(C)c(=O)n3C)s1,-2%,-20%,-8%
CCCc1cc2c(cc1NC(=O)c1ccc(C)cc1)OCO2,5%,7%,0%
Cc1ccc(OCC(=O)N2C(C)CCCC2C)c([N+](=O)[O-])n1 (stereo not drawn),-2%,.,-1%
O=C(COc1ccc2ccccc2c1)N1CCNCC1,2%,-11%,-2%
COc1ccc(S(=O)(=O)NCCc2ccccc2)cc1OC,-2%,-9%,-2%
Cc1ccc(-c2nnc(SCC(=O)NC3CCS(=O)(=O)C3)nc2-c2ccc(C)cc2)cc1 (stereo not drawn),-3%,-24%,0%
O=C(NC(=S)NCC1CCCO1)C(c1ccccc1)c1ccccc1 (stereo not drawn),1%,-4%,-3%
Cc1ccc(S(=O)(=O)c2nnn3c2nc(N2CCN(c4ccccc4F)CC2)c2cc(Cl)ccc23)cc1C,0%,.,3%
CCC(=O)c1ccc(Oc2ccc(C(=O)c3ccc(C)cc3)cc2[N+](=O)[O-])cc1,-4%,4%,-4%
CC(C)C(NC(=O)c1ccc(F)cc1)C(=O)NC1(C)CCS(=O)(=O)C1 (stereo not drawn),-5%,.,-1%
CCCCNC(=O)c1sc(=S)n2c1[nH]c(=O)c1ccc(C(=O)NCCc3ccc(OC)c(OC)c3)cc12,-25%,-3%,-7%
CCOC(=O)C1=C(CC)OC(N)=C(C#N)C1c1ccc(OC)c(OC)c1OC (stereo not drawn),17%,-7%,-4%
CN(CC(=O)Nc1c(Cl)cccc1Cl)C(=O)C1=COCCO1,0%,-14%,-8%
Cc1cccc(Cn2nnc3c(=O)[nH]c(C4CCCN(C(=O)c5ccc(C(C)(C)C)cc5)C4)nc32)c1 (stereo not drawn),?,.,-14%
C[C@H](NC(=O)c1ncn(C)c1C(=O)N[C@@H](C)c1ccccc1)c1ccccc1,-13%,.,-2%
O=Cc1cccn1-c1cccc([N+](=O)[O-])c1,-5%,14%,?
CCC(NC(=O)NNC(=O)c1ccncc1)(C(F)(F)F)C(F)(F)F,37%[activator],-14%,-5%
CN(C(=O)c1ccc(OC2CCN(CCc3ccccc3)CC2)cc1)C1CCCCC1,-1%,4%,0%
CCC(=O)Nc1cccc(-n2nnnc2SCC(=O)N2CCCCC2)c1,4%,4%,1%
CCOc1cc(/C=N/O)cc(Br)c1OCc1ccc(Cl)cc1,?,6%,?
Cc1cc(Nc2ccccc2)c2c([N+](=O)[O-])ccc(C)c2n1,-12%,1%,42%[activator]
COc1ccc(OC)c(C(=O)NC(CC(N)=O)c2ccc(N3CCN(c4ccccc4)CC3)c([N+](=O)[O-])c2)c1 (stereo not drawn),-3%,-2%,-21%
O=C(c1cccc(S(=O)(=O)NCc2ccccc2)c1)N1CCN(c2cccc(C(F)(F)F)c2)CC1,2%,-17%,-13%
